High-throughput results (PubChem)
Tau fibril ThT: inhibitors of human tau fibril formation, thioflavin T binding. P10636. AID 1460. Potency, µM (titrated, usually from 57.4 µM), inactives show at the highest dose activity, negative = inhibition, hits mostly inhibitors. 2.1% of 270,000 active. recombinant tau K18 P301L (four-repeat tau fragment), heparin-induced fibrillization, ThT fluorescence; note: % is set by controls: 0 for no effect and ±100 for the full control effect; nearly all actives have a fitted effect of over 55% in size
Target sequence (P10636 561-689 P618L limits assumed): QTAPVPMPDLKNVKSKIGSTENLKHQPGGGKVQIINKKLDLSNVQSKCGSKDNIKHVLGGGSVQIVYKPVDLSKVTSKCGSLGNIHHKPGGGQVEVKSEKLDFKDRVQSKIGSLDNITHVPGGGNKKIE
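Recombinant human tau K18 fragment […] carrying P301L, 15 uM unlabeled plus 0.24 uM Alexa 594-labeled, was fibrillized with 20 uM heparin in 100 mM sodium acetate pH 7 for 6 hr at 37 C; 30 uM ThT fluorescence read after 1 hr.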
SMN2 splice up: enhancers of SMN2 splice variant expression; Potency, µM (highest dose often 46.1 µM), without a hit: at the highest dose activity change, positive = activation, most hits filed as activators; AID 1458; 2.8% of 210,000 active; HEK293 SMN2-luciferase splicing reporter, luminescence, 30-36 h; note: % of control where 0% means no effect; nearly all actives have a fitted effect of over 55% in size
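qHTS luciferase splicing reporter: luminescence rises when SMN2 exon 7 is included in transfected HEK293 cells. Compound exposure lasted 30-36 h at 37C, with 4.5 mM final sodium butyrate as control, followed by a ONE-Glo read.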
* marks the source's active call; other numbers are inactive results; ? = inconclusive; [ ] = remark or other dose. Calls come from the whole dose curve; as a rule, active = well fitted curve in the direction sought with a large enough effect; inconclusive = small, poorly fitted or top-dose-only effect, or another doubt; inactive = no such curve, though single readings can be large; an effect the other way counts as inactive or inconclusive. Potency is the fitted concentration of half-maximal effect.

molecule,Tau fibril ThT,SMN2 splice up
CCc1ccc2c(c1)c(=O)c(C(=O)c1ccccc1)cn2CC(=O)Nc1ccc(C)c(Cl)c1,?,5%
Cc1ccc(-c2cc(NC(=O)COc3ccc(Cl)c(C)c3)on2)cc1,?,10%
COc1ccc(-c2ccc(CCC(=O)O)n2-c2ccccc2C(F)(F)F)cc1,?,-10%
CCOc1ccc(-c2cc3c(=O)n(Cc4nc(-c5ccc(OCC)c(OC)c5)oc4C)ccn3n2)cc1Cl,-5%,-2%
Cc1ccn2c(Nc3ccc4c(c3)OCCO4)c(-c3ccc(C)s3)nc2c1,-9%,18%
CCOc1ccc(NC(=O)CSc2nnc(CNC(=O)C34CC5CC(CC(C5)C3)C4)n2CC)cc1,-16%,-2%
CCC(C(=O)Nc1cccc(C#N)c1)n1nc(-c2ccccc2)ccc1=O (stereo not drawn),2%,-1%
CC(=O)N1CCc2cc(Br)cc(S(=O)(=O)N3CCC(C(=O)Nc4ccc(C(C)C)cc4)CC3)c21,-1%,-29%
Cc1ccc(-c2nc3cc(NC(=O)c4cc5ccccc5o4)ccc3o2)cc1Cl,?,-4%
CCc1ccc(S(=O)(=O)c2nnn3c2nc(NCc2ccccc2OC)c2cc(Cl)ccc23)cc1,11%,1%
CCOc1ccc(N(CC(=O)Nc2ccccc2CC)S(=O)(=O)c2c(C)[nH]c(=O)[nH]c2=O)cc1,-8%,-1%
Cc1ccc(C)c(Cn2c(=O)n(Cc3ccc(C(=O)NC4CCN(Cc5ccccc5)CC4)cc3)c(=O)c3ccccc32)c1,-5%,4%
COc1ccc(NC(=O)c2ccco2)cc1NC(=O)c1ccccc1[N+](=O)[O-],0%,2%
COc1ccccc1NC(=O)Cn1c(=O)n(CCc2ccccc2)c(=O)c2c3c(sc21)CN(C(C)=O)CC3,-5%,0%
Cc1ccc(S(=O)(=O)N(Cc2nc(-c3cccc(C)c3)no2)C2CCCCC2)cc1,?,-13%
CCN(C(=O)c1nn(-c2ccc(C)cc2)c(=O)c2c1c1ccccc1n2C)c1ccc(F)cc1,8%,0%
CCOc1ccc(NC(=O)CCc2c(C)nc3c(-c4ccccc4)c(C)nn3c2C)cc1,-10%,-3%
O=C(CC(c1ccccc1)c1cc(Br)ccc1O)NCC1(c2ccccc2)CCCC1 (stereo not drawn),0%,-82%[inhibitor]
Cc1sc2ncn(CC(=O)N3CCN(c4cccc(Cl)c4)CC3)c(=O)c2c1S(=O)(=O)N1CCN(c2ncccn2)CC1,0%,2%
Cc1ccc(-c2cc(NC(=O)C(C)Oc3ccccc3F)on2)cc1 (stereo not drawn),-17%,?
Cc1ccc(Nc2c(-c3ccc(C)cc3)nc3ccc(C)cn23)cc1,-3%,8%
CCOc1cc(C(=O)Nc2ccc(-c3nc4cc(Cl)ccc4o3)cc2)cc(OCC)c1OCC,-2%,-3%
O=C(Nc1cccnc1Cl)c1cc(-c2cccc(Cl)c2)on1,-6%,10%
Cc1cc(C)c(-c2n[nH]c3c2C(c2ccccc2F)N(Cc2ccco2)C3=O)c(O)c1 (stereo not drawn),?,-111%[inhibitor]
CC(C)n1c(=N)c(C(=O)NCc2ccccc2)cc2c(=O)n3ccccc3nc21,-16%,-4%

Reprinted at random: 3 compounds from above, in no set order.
molecule,Tau fibril ThT,SMN2 splice up
CCC(C(=O)Nc1cccc(C#N)c1)n1nc(-c2ccccc2)ccc1=O (stereo not drawn),2%,-1%
Cc1ccc(S(=O)(=O)N(Cc2nc(-c3cccc(C)c3)no2)C2CCCCC2)cc1,?,-13%
CC(C)n1c(=N)c(C(=O)NCc2ccccc2)cc2c(=O)n3ccccc3nc21,-16%,-4%

Going on with the list.
molecule,Tau fibril ThT,SMN2 splice up
COc1ccc(OC)c(Nc2nc3ccccc3nc2-n2nc(C)cc2C)c1,-10%,-7%
Cc1ccc(-c2cc(C(F)(F)F)c(C#N)c(SCC(=O)Nc3ccccc3F)n2)cc1,10%,12%
Cc1ccc(NC(=O)c2c(NC(=O)c3ccc(F)cc3)sc3c2CCCC3)cc1C,-14%,2%
CCCCN(CC)CCNC(=O)C1CCCN(S(=O)(=O)c2cccc3nsnc23)C1 (stereo not drawn),-11%,-6%
CCOC(=O)c1c(NC(=O)c2ccc(S(=O)(=O)N(CC)CC)cc2)sc2c1CCCCC2,-2%,-2%
CCN(C(=O)Cn1nc(Cc2ccncc2)c2ccccc2c1=O)c1ccc(OC)cc1,-9%,-11%
CCc1nn(CCCC(=O)NCc2ccc(C)cc2)c(=O)c2cc3occc3n12,-5%,3%
CC(C)CCOc1ccc(C(=O)Nc2sc3c(c2C#N)CCCCC3)cc1,?,2%
CCC(C(=O)Nc1ccc(C(C)C)cc1)n1nc(C)n2c(cc3cc(C)ccc32)c1=O (stereo not drawn),-3%,11%
Cc1ccc(C)c(NC(=O)Nc2cccc(-c3cn4cccnc4n3)c2)c1,-8%,-4%
FC(F)(F)c1cc(-c2ccccc2)nc2cc(-c3ccccc3)nn12,-8%,2%
Cc1c(NC(=O)Nc2cccc(C(F)(F)F)c2)sc2nc3n(c(=O)c12)CCC(C)CC3 (stereo not drawn),7%,-3%
CSc1ncc(Cl)c(C(=O)Nc2nc3ccc(F)cc3s2)n1,0%,20%
Cc1ccc(CNC(=O)c2cc(=O)c3cc(C)cc(C)c3o2)cc1,-11%,13%
Cc1ccc2oc(-c3cc(NC(=O)c4ccc5c(c4)OCCO5)cc(C)c3O)nc2c1,-15%,-2%
CCOC(=O)c1ccc(NC(=O)C2CCCN(c3ccc(Sc4ccc(C)cc4)nn3)C2)cc1 (stereo not drawn),-7%,15%
CC(=O)c1ccc(NC(=O)c2cc3c([nH]c2=O)CC(c2ccccc2)CC3=O)cc1 (stereo not drawn),?,-3%
CCOc1ccc(N(CC)C(=O)Cn2cnc3sc(C)c(S(=O)(=O)N4CCN(c5ncccn5)CC4)c3c2=O)cc1,?,-7%
Cc1cc(N2CCC(C(=O)NCCC(C)C)CC2)n2nc(C)c(-c3ccc(Cl)cc3)c2n1,-5%,0%
COC(=O)c1cc2oc(C)cc2n1CC(=O)Nc1cc(Cl)ccc1OC,-1%,22%
Cc1cc(C)cc(-n2ccn3c(CC(C)(C)CC(=O)O)nnc3c2=O)c1,0%,-4%
Cc1ccc2ncc(C(=O)Nc3ccc(F)cc3F)c(=O)n2c1,-5%,-7%
CCOc1ccc(NC(=O)C2CCCN(c3ccc(Sc4ccc(C)cc4)nn3)C2)cc1 (stereo not drawn),-4%,-16%
CCN1CCN(C(=O)c2ccc3c(c2)N(Cc2c(F)cccc2Cl)C(=O)c2ccccc2S3)CC1,-7%,-12%
Cc1ccc(C)c(CN2C(=O)c3ccccc3S(=O)(=O)c3ccc(C(=O)Nc4ccccc4C(F)(F)F)cc32)c1,-2%,7%

Complete entries, looked up by structure.
CCC(C(=O)Nc1ccc(C(C)C)cc1)n1nc(C)n2c(cc3cc(C)ccc32)c1=O (stereo not drawn) is listed with Tau fibril ThT = -3%; SMN2 splice up = 11%
CCN1CCN(C(=O)c2ccc3c(c2)N(Cc2c(F)cccc2Cl)C(=O)c2ccccc2S3)CC1 is listed with Tau fibril ThT = -7%; SMN2 splice up = -12%

Further compounds:
molecule,Tau fibril ThT,SMN2 splice up
O=C(Cn1ncc2c3ccccc3n(Cc3ccccc3F)c2c1=O)N1CCCCCC1,-10%,2%
Cc1ccc(S(=O)(=O)c2nnn3c2nc(N2CCCC(C)C2)c2cc(Cl)ccc23)cc1C (stereo not drawn),-8%,-6%
Cc1ccc(C(C)C)c(OCC(O)CN2CCN(c3ccccc3F)CC2)c1 (stereo not drawn),?,-8%
CCN(CC)S(=O)(=O)c1ccc2c(c1)N(CC(=O)NCCCN1CCN(c3cc(Cl)ccc3C)CC1)C(=O)CO2,-17%,-10%
CCCC(=O)Nc1ccc(-c2nc3ncccc3o2)cc1C,-3%,?
COc1cc(Br)c(/C=C(\C#N)c2nc3ccccc3[nH]2)cc1OC,?,28%
O=C(COc1ccccc1Cl)Nc1ccc(OCc2cc(=O)n3ccsc3n2)cc1,?,-5%
CCOc1ccc(CCNC(=O)CN(c2ccc(C)cc2)S(=O)(=O)N(C)C)cc1OCC,-9%,-27%
Cc1cc(Cl)ccc1OCC(=O)N(Cc1sccc1C)C1CCS(=O)(=O)C1 (stereo not drawn),-6%,2%
Cc1cc2nn(-c3ccc(F)cc3)nc2cc1NC(=O)c1cccc2ccccc12,-13%,-3%
Cc1ccc(OCCn2cc(C(=O)C3CCCCC3)c3ccccc32)cc1,-18%,?
Cc1ccc2[nH]cc(C(c3ccccc3)c3ccc(C)s3)c2c1 (stereo not drawn),-19%,-30%
CCOc1ccc(C(=O)c2cn(CC(=O)Nc3ccc(OC)cc3)c3cc4c(cc3c2=O)OCCO4)cc1,5%,-10%
CCOC(=O)C1CCN(CCC(=O)Nc2ccccc2OC)CC1,-11%,-2%
Cc1ccc(Sc2c(C)nn(C(=O)COc3ccccc3Br)c2C)cc1,?,-18%
CCCCCn1c(=O)[nH]c2cc(C(=O)Nc3cc(OC)cc(OC)c3)ccc2c1=O,9%,-12%
Cc1ccc(S(=O)(=O)Nc2ccc3c(c2)c(C(=O)OC(C)C)c(C)n3S(=O)(=O)c2ccc(C)cc2)cc1,-6%,-15%
CC(C)CCNC(=O)c1cccc(Nc2nc3ccccc3n3nnnc23)c1,-4%,2%
Cc1ccc(NC(=O)CC2Nc3cccc4cccc(c34)NC2=O)cc1 (stereo not drawn),14µM*,-12%
Cc1c(NC(=O)c2cc(=O)c3ccccc3o2)c(=O)n(-c2ccccc2)n1C,6%,-5%
Cc1cn2c(=O)cc(COc3cccc(NC(=O)c4ccc(C(C)(C)C)cc4)c3)nc2s1,2%,9%
CCOC(=O)c1cnc2c(C)cc(C)cc2c1NCCN1CCOCC1,-7%,-18%
CCC(=O)N1c2ccc(S(=O)(=O)N3CCCCCC3)cc2CC1C (stereo not drawn),4%,8%
Cc1ccc(C)c(CN2C(=O)c3ccccc3S(=O)(=O)c3ccc(C(=O)N4CCN(C)CC4)cc32)c1,5%,8%
CC(C)(C)c1ccc(C(=O)Nc2ccc(NC(=O)c3ccc(Cl)c(Cl)c3)cc2)cc1,-6%,-8%
CCCCN(C)CCCNC(=O)C1CCN(c2nc3ccc(CC)cc3s2)CC1,-16%,-8%
CCCN(CCC)CC(O)Cn1cc(/C=C/C(=O)c2ccc(C)cc2)c2ccccc21 (stereo not drawn),18µM*,-21%
COc1ccc(/C=C(/C#N)c2nc(-c3ccc(Br)cc3)cs2)cc1,?,-9%
Fc1ccc(NCc2nc3ccccc3n2CCOc2ccccc2Cl)cc1,?,?
CCCn1cc(S(=O)(=O)c2ccc(OCC)cc2)c(=O)c2cc(C)ccc21,1%,20%
CCCCCn1c(=N)c(S(=O)(=O)c2ccccc2)cc2c(=O)n3cccc(C)c3nc21,2%,-6%
CCCCSc1nnc2c(n1)OC(C)N(C(C)=O)c1ccccc1-2 (stereo not drawn),12%,?
CCCCNC(=O)c1nn(-c2ccc(CC)cc2)nc1CO,-7%,-12%
CC(=O)N1CCc2cc(S(=O)(=O)NC(CC(C)C)C(=O)NCc3ccccc3Cl)ccc21 (stereo not drawn),-1%,6%
COc1cccc(NC(=O)Cn2c(=O)n(CC(=O)NCc3ccc(C)cc3)c(=O)c3sccc32)c1,16%,-11%
COc1ccc(-c2cnc(NCc3ccc(C)cc3)n2C)cc1,?,-25%
CC1=Nc2cc(C(=O)NC3CCCC3)ccc2Sc2ccc(C)cc21,-13%,-33%[inhibitor]
COc1ccccc1C(=O)NC(=O)Nc1ccc(-c2cc(C(F)(F)F)nn2-c2ccccc2)cc1,-20%,-6%
Cc1ccc(-c2nc3ccccc3[nH]2)cc1NC(=O)COc1cccc(C)c1C,?,-4%
Cc1ccccc1Nc1c(-c2ccccc2)nc2cccc(C)n12,-12%,-1%
COc1ccc(-c2cn(-c3ccc(C)cc3)c(S(=O)(=O)CC(=O)Nc3ccccc3)n2)cc1,-9%,13µM*
O=C(Cn1c(=O)n(-c2ccccc2)c(=O)c2c3c(sc21)CCC3)c1ccc(F)cc1,1%,-6%
O=c1cc(COc2ccccc2Cl)nc2scc(-c3ccccc3)n12,-13%,-4%
COc1cc(C(=O)Nc2ccc3nc4n(c(=O)c3c2)CCCCC4)cc(OC)c1OC,?,30%
CCOc1ccc(NC(=O)Cn2cc(C(=O)c3ccc(OCC)cc3)c(=O)c3cc4c(cc32)OCCO4)cc1,-1%,-5%
Cc1ccc(-n2nc(C(=O)Nc3ccc(C)c(F)c3)c3c4ccccc4n(C)c3c2=O)cc1,-1%,4%
COc1ccc2oc(=O)cc(CN3CCN(Cc4ccccc4)CC3)c2c1,1%,-17%
CCn1c(C(=O)N2CCCC(C(=O)NCCCOC)C2)cc2sccc21 (stereo not drawn),3%,-5%

An excerpt. The share of hits here may be higher or lower than overall.
